PrPC TRFRET: inhibitors of human cell surface prion protein PrPC, primary screen, cell-based, TR-FRET | Major prion protein (Homo sapiens), P04156 | TR-FRET read-out | inhibition, % at 13.8 µM | 370,000 compounds, 0.43% hits | AID 720596, 2013; in the data active = inhibition above about 24%; also: 0% = median of the test wells and 100% = reference compound wells
FadD28 FP inh: inhibitors of FadD28 bisubstrate probe binding, primary screen, biochemical, fluorescence polarization, single point; Mycobacterium tuberculosis FadD28 fatty-acid-AMP ligase; inhibition, % at 12.5 µM; 360,000 compounds, 0.22% hits; AID 588549, 2011; in the data active = inhibition above about 8.5%, passing the limit was not always enough; inconclusive = no clear call, values can overlap the other calls
BoNT-A LC inh2: BoNT/A light chain protease inhibitors, primary screen, biochemical, flow cytometry, MLPCN library; Botulinum neurotoxin type A light chain protease (Clostridium botulinum A str. ATCC 3502); multiplex microsphere protease substrate cleavage; inhibition, % at 10 µM; 360,000 compounds, 0.17% hits; also: plate controls were buffer without enzyme for full effect and enzyme alone for no effect
Anthrax LF inh2: Bacillus anthracis LF protease inhibitors, primary screen, biochemical, multiplex microsphere, MLPCN library. Lethal factor (Bacillus anthracis), P15917. multiplex microsphere protease cleavage assay. inhibition, % at 10 µM. 360,000 compounds, 0.12% hits. AID 588501, 2011; also: plate controls were buffer without enzyme for full effect and enzyme alone for no effect
Target sequence (P15917 whole entry, looked up): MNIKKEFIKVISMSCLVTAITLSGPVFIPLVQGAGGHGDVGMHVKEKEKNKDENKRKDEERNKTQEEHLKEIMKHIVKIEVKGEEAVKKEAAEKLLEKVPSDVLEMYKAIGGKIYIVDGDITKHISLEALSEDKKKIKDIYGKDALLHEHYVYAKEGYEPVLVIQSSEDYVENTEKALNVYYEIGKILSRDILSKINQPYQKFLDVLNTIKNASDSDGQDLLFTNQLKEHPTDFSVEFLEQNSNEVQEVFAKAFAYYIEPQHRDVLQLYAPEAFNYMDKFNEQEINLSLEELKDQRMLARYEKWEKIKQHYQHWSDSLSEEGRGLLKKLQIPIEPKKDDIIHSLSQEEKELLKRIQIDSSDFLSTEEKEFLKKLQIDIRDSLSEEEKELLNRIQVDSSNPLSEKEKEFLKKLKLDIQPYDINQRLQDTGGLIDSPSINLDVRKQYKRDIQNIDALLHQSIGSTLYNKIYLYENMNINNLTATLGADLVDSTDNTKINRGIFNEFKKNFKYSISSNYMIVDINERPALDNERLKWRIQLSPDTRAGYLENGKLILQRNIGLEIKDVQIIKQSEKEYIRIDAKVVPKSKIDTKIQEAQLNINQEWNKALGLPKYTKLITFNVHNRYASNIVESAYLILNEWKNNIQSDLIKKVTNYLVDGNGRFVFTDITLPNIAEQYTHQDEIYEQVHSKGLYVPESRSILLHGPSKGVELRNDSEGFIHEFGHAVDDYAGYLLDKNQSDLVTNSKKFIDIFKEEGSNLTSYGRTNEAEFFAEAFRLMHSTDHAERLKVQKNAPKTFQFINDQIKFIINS
TcdB inh: TcdB glycohydrolase inhibitors, primary screen, biochemical, single point, plate reader; 350,000 compounds, 0.24% hits; inhibition, % at 9.99 µM; TcdB glycohydrolase enzymatic assay; Toxin B (Clostridioides difficile), P18177; in the data active = inhibition above about 10%
BoNT-F LC inh: BoNT/F light chain protease inhibitors, primary screen, biochemical, flow cytometry, MLPCN library | Botulinum neurotoxin type F light chain protease (Clostridium botulinum) | Multiplex microsphere protease cleavage assay | inhibition, % at 10 µM | 360,000 compounds, 0.22% hits; in the data active = inhibition above about 35%, passing the limit was not always enough; inconclusive = no clear call, values can overlap the other calls; also: plate controls were buffer without enzyme for full effect and enzyme alone for no effect
PfHsp40 yeast: rescue of yeast from PfHsp40 toxicity, primary screen, S. cerevisiae, ATP luminescence. S. cerevisiae expressing PfHsp40, growth rescue. growth rescue, % at 12.5 µM. 340,000 compounds, 0.68% hits. AID 504582, 2011; in the data active = growth rescue above about 28%, passing the limit was not always enough; inconclusive = no clear call, values can overlap the other calls;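 also: yeast W303a lacking pdr1 and pdr3 grown in galactose medium; growth measured after three days at 30 °C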
CCHFV vOTU inh: CCHFV vOTU protease inhibitors, primary screen, biochemical, Pep-AMC substrate, fluorescence; inhibition, % at 11.5 µM; 370,000 compounds, 0.55% hits; AID 651958, 2012; in the data active = inhibition above about 30%; also: 0% = vehicle wells with enzyme and 100% = no enzyme wells
Yp Topo-I inh: Yersinia pestis topoisomerase I inhibitors, primary screen, biochemical, cleavage product accumulation, plate reader, single point; DNA topoisomerase I (Yersinia pestis CO92); Y. pestis Topo-I cleavage product accumulation; activity, % at 10 µM; 360,000 compounds, 0.064% hits; AID 504884, 2011; in the data active = activity above about 50%, passing the limit was not always enough; inconclusive = no clear call, values can overlap the other calls; also: inactives centre near 2
Active calls of the source: *; ? = inconclusive; / = no result given. Rule as the data show it, unless noted: active = inhibition above about 30%; inconclusive = no clear call, values can overlap the other calls; inactive = below that.

SMILES | PrPC TRFRET | FadD28 FP inh | BoNT-A LC inh2 | Anthrax LF inh2 | TcdB inh | BoNT-F LC inh | PfHsp40 yeast | CCHFV vOTU inh | Yp Topo-I inh
COc1ccc(OC)c(NC(=O)CN2C(=O)COc3ccc(S(=O)(=O)N4CCCC4)cc32)c1 | 10 | 1.5 | 0.4 | -1 | -0.1 | -13 | -0.4 | 14 | -13
COc1ccc(CC(N)c2csc(Nc3cc(NCc4ccco4)ncn3)n2)cc1 (stereo not drawn) | 4 | -9.1 | -0.6 | -6 | 1.7 | -23 | / | 0 | 7
Cc1cc(N/N=C/c2ccc(O)cc2O)c2ccccc2n1 | 2 | -0.1 | ? | -9 | -4.4 | ? | -0.4 | 3 | 4
COc1ccccc1NC(=O)c1cccc(N2C(=O)C3C4C=CC(C4)C3C2=O)c1 (stereo not drawn) | -7 | 2.9 | -2.5 | 0 | 0.6 | -3 | -0.2 | -12 | 12
NC(=O)c1cccc(S(=O)(=O)N2CC(c3ccccc3)CC2=O)c1 (stereo not drawn) | 2 | -3.3 | 0.0 | -9 | 1.3 | -5 | -0.2 | 3 | 6
O=C(C1CCCN(c2ncnc3c2nc2n3CCCCC2)C1)N1CCCCC1 (stereo not drawn) | -3 | -4.3 | 0.6 | 4 | -0.3 | -3 | 0.3 | -15 | 13
CC(=O)NC(CC(=O)OCC(=O)c1c(N)n(C)c(=O)n(C)c1=O)c1ccccc1 (stereo not drawn) | -1 | -1.0 | 1.0 | 6 | 2.2 | 6 | -1.4 | 20 | 0
Cc1ccnc(SCc2cc(=O)c(OC(=O)c3ccc(Cl)c([N+](=O)[O-])c3)co2)n1 | -5 | -2.2 | 1.0 | -2 | / | 0 | -0.1 | -12 | -1
COc1ccccc1C(CCNS(=O)(=O)c1ccc(C)cc1)c1ccco1 (stereo not drawn) | 1 | -0.9 | -1.2 | -1 | -0.5 | -6 | 3.1 | 10 | 3
COc1ccc(/C=C/C(=O)c2ccc(Cl)cc2)c(OC)c1 | 3 | -2.8 | 4.3 | 0 | / | 1 | 0.0 | -3 | -1
COc1ccc(N2CCN(C(=O)[C@@H](NC(=O)c3ccccc3Cl)C(C)C)CC2)cc1 | 2 | -3.0 | -3.3 | 5 | 1.1 | -14 | 2.9 | -8 | 13
CC(C)(C)NC(=O)COC(=O)c1ccc2c(c1)C(=O)N(Cc1ccco1)C2=O | 5 | / | 1.9 | 1 | -0.3 | 0 | -0.2 | 10 | -1
O=Cc1ccc(OC(=O)/C=C/c2ccccc2)cc1 | 6 | -0.6 | -1.9 | 2 | -0.5 | -33 | 0.0 | 4 | 10
COc1ccc(N=Cc2ccccc2O)cc1 | 8 | -4.3 | 0.1 | 2 | 1.5 | -6 | 0.1 | 7 | 7
Cc1cc(C)cc(C(=O)OCC(=O)NCc2ccco2)c1 | 4 | -1.8 | -0.2 | 8 | 0.4 | 5 | 1.8 | -4 | 3
CCN(CC(=O)Nc1ccccc1C(F)(F)F)C(=O)c1ccc(=O)n(Cc2ccccc2)n1 | -3 | -3.2 | -1.5 | -1 | 1.1 | 0 | -1.8 | -17 | 0
CC(=O)Nc1ccc(Nc2cc(-c3ccccc3)nc3ncnn23)cc1 | 5 | 0.6 | -0.8 | -7 | 0.5 | -8 | -0.1 | -2 | -1
NNC(=O)c1nnn(-c2nonc2N)c1CN1CCc2ccccc2C1 | 2 | -2.1 | -0.4 | 2 | 0.2 | 5 | / | -16 | 23
CCN(CC)S(=O)(=O)c1ccc(N2CCOCC2)c(NC(=O)Cc2ccccc2)c1 | 7 | -2.3 | -0.1 | -3 | / | -4 | -1.1 | -1 | 2
CC(C)Cc1ccc(/C=C/C(=O)NC2CC2)cc1 | 5 | -3.6 | -0.4 | -2 | 1.7 | -2 | 1.2 | -20 | 1
COc1ccc(CNC(=O)CNC(=O)c2cccs2)c(OC)c1 | 7 | -2.7 | 0.8 | 0 | 0.1 | -6 | -0.7 | 1 | 1
C=CCNCCCOc1ccc(Cl)cc1C(C)(C)C | -5 | -7.3 | -0.3 | -4 | 4.6 | -11 | 0.5 | 8 | -5
CCc1ccccc1Nc1nc(N)nc(COC(=O)CCS(=O)(=O)c2ccccc2)n1 | 9 | -2.4 | 3.3 | 3 | 0.3 | 3 | 0.8 | -10 | 1
Cc1ccccc1NCCNc1ccccc1C | 2 | 0.4 | -1.8 | -9 | / | -13 | 0.2 | -4 | 18
O=C(NCCn1cc(SCc2ccc(F)cc2)c2ccccc21)c1c(F)cccc1F | 9 | -1.0 | -0.3 | -7 | 0.3 | -14 | -1.3 | 2 | 35

Entries of single compounds from above. Order of values: PrPC TRFRET, FadD28 FP inh, BoNT-A LC inh2, Anthrax LF inh2, TcdB inh, BoNT-F LC inh, PfHsp40 yeast, CCHFV vOTU inh, Yp Topo-I inh
Listed for CCN(CC(=O)Nc1ccccc1C(F)(F)F)C(=O)c1ccc(=O)n(Cc2ccccc2)n1 → -3, -3.2, -1.5, -1, 1.1, 0, -1.8, -17, 0
Listed for CCN(CC)S(=O)(=O)c1ccc(N2CCOCC2)c(NC(=O)Cc2ccccc2)c1 → 7, -2.3, -0.1, -3, /, -4, -1.1, -1, 2

Next records follow.
SMILES | PrPC TRFRET | FadD28 FP inh | BoNT-A LC inh2 | Anthrax LF inh2 | TcdB inh | BoNT-F LC inh | PfHsp40 yeast | CCHFV vOTU inh | Yp Topo-I inh
CN1CCc2nc(SCc3ccccc3Br)c(C#N)cc2C1 | -8 | -43 | 7.4 | -12 | 0.9 | -35 | 2.2 | 6 | -13
O=C(O)C(O)C(O)c1nc2ccccc2[nH]1 (stereo not drawn) | -3 | -3.2 | 1.4 | -3 | -0.5 | 5 | -1.4 | 2 | -10
CC(C)CNc1ncnc2c1cnn2Cc1ccc(Cl)cc1 | 7 | -4.8 | -0.1 | -3 | 1.5 | -4 | / | -7 | -5
COc1ncnc2c1NC1=C(S2)C(=NCCC(=O)O)CC(C)(C)C1 | -23 | -0.7 | -0.2 | 5 | / | 9 | -2.3 | 4 | -1
CCOC(=O)C(Cc1ccc(O)cc1)NC(=O)CCc1c[nH]c2ccccc12 (stereo not drawn) | 7 | -1.3 | -1.3 | 1 | 1.1 | -6 | 0.8 | -2 | -4
Cc1cc(-c2cc(-c3ccc(Cl)cc3)on2)nc(NCC2CC2)n1 | 1 | -1.4 | -0.3 | -2 | -0.9 | -4 | -2.3 | -9 | 5
COc1ccccc1CNC(=O)CN(C)S(=O)(=O)c1ccc(Br)s1 | -4 | -0.1 | -3.8 | 7 | -0.1 | 2 | 1.9 | -9 | 10
O=C(NCCC1=CCCCC1)c1ccc([N+](=O)[O-])cc1 | -18 | 0.1 | 0.4 | -1 | / | -7 | 0.4 | -8 | -9
O=C(Nc1ccccc1CC[N+](=O)[O-])N1CCN(c2ccccc2)CC1 | -3 | -0.9 | 0.0 | -1 | 6.4 | 0 | -1.1 | 5 | 3
CC(C)(C)[C@H]1COC(=O)[C@@H](Cc2ccc(F)cc2)C/C=C\C[C@@H](CC(=O)N[C@@H](CO)Cc2ccccc2)C(=O)N1 | -8 | -1.8 | 0.2 | -11 | 1.0 | 1 | -1.4 | 7 | 13
CCN(CC)C1CCN(C(=O)c2ccc(OC3CCN(C(=O)CCOC)CC3)cc2)C1 (stereo not drawn) | -2 | -0.1 | 0.4 | -6 | 2.0 | 1 | / | -3 | -1
COc1ccc(NC2CS(=O)(=O)CC2NCc2ccco2)cc1 (stereo not drawn) | -1 | -0.3 | 1.2 | 0 | / | -13 | 1.1 | 8 | 1
O=C(O)c1cc(Sc2ccc(Br)cc2)nc2ccccc12 | -2 | -3.7 | -1.1 | -2 | 4.0 | 0 | -1.5 | 10 | -3
O=C(NCC1CCCO1)c1onc(CSc2ccc(F)cc2)c1C(=O)O (stereo not drawn) | -4 | -1.0 | -0.3 | 1 | 0.0 | 7 | 5.3 | -1 | -13
Cc1cc(=O)oc2cc(OCC(=O)NC(Cc3c[nH]c4ccc(O)cc34)C(=O)O)c(Cl)cc12 (stereo not drawn) | -5 | 1.1 | -0.8 | 2 | 0.3 | -5 | -0.9 | 1 | -3
CNS(=O)(=O)c1cccc(C(=O)OCc2cc(=O)oc3c(C)c(O)ccc23)c1 | 0 | -3.6 | -2.3 | -6 | 2.2 | 1 | -0.7 | 1 | -2
CCCCN1C(=O)Nc2ccccc2S1(=O)=O | -4 | -6.2 | 0.4 | 0 | 0.9 | 1 | -1.8 | 5 | -3
Cc1c(C(=O)c2ccccc2)c2ccccn2c1CCc1ccccn1 | -1 | -4.1 | 1.6 | -9 | 13* | -24 | -0.9 | 9 | 17
O=C(NC1CCOCC1)C1CCC(=O)N(Cc2ccc(Cl)cc2)C1 (stereo not drawn) | 2 | 0.4 | -1.8 | 3 | 0.3 | 3 | -0.5 | 6 | -2
COc1ccc(C(C)=O)cc1COC(=O)c1ccc2ccccc2n1 | -7 | -0.4 | -1.6 | -2 | 2.6 | -8 | 0.3 | -7 | 9
Cc1c(N/C=C/C(=O)c2ccc(Cl)cc2)c(=O)n(-c2ccccc2)n1C | -4 | -0.2 | -0.1 | 0 | -1.1 | -11 | 4.4 | 6 | 18
COc1cc(CSc2ncn[nH]2)c(OC)cc1CSc1ncn[nH]1 | 11 | -2.8 | 0.7 | -2 | / | 1 | 6.4 | 11 | 8
Cc1cc(=O)oc2cc(OCc3ccc(C(=O)OCC(=O)NC4CCS(=O)(=O)C4)cc3)ccc12 (stereo not drawn) | -1 | -0.5 | -2.1 | -2 | 0.2 | -9 | -0.2 | -5 | 8
O=C(Nc1ccccn1)c1ccc(CN(c2ccccc2)S(=O)(=O)c2ccccc2)cc1 | 0 | -4.5 | -0.5 | -3 | 0.7 | -8 | 1.8 | 1 | 3
CCCN(CC(=O)Nc1ccccc1C)C(=O)/C=C/c1ccc(OCC)c(OC)c1 | 3 | -2.1 | -0.6 | 0 | 2.1 | -4 | 1.8 | -3 | 0

A few values from above:
CCCN(CC(=O)Nc1ccccc1C)C(=O)/C=C/c1ccc(OCC)c(OC)c1 in BoNT-F LC inh shows -4
COc1ccc(OC)c(NC(=O)CN2C(=O)COc3ccc(S(=O)(=O)N4CCCC4)cc32)c1 in BoNT-A LC inh2 shows 0.4

Following part.
SMILES | PrPC TRFRET | FadD28 FP inh | BoNT-A LC inh2 | Anthrax LF inh2 | TcdB inh | BoNT-F LC inh | PfHsp40 yeast | CCHFV vOTU inh | Yp Topo-I inh
Clc1ccc(-c2ccc(/C=N/Nc3nncc(-c4ccccc4)n3)o2)cc1 | -4 | 0.2 | 0.2 | 0 | / | -11 | -1.2 | 14 | -2
C[C@]12CC[C@@H](O)C[C@@H]1CC[C@@H]1[C@@H]2CC[C@]2(C)C(=O)CC[C@@H]12 | -3 | -0.5 | -0.3 | 2 | 1.0 | -3 | 2.7 | 7 | 2
CCn1nnc(NC(=O)COc2cc(C)ccc2C(C)C)n1 | 2 | -5.1 | -1.9 | -2 | / | -4 | 0.2 | 2 | 10
Cc1ccc2nc(N3CCN(C(=O)c4ccccc4F)CC3)c(C#N)cc2c1 | -1 | -3.3 | 1.7 | 7 | -0.5 | -11 | 2.2 | -12 | -12
Cc1ccc2oc(=O)c3cnn(CC(=O)N(CCN(C)C)Cc4ccco4)c3c2c1 | -2 | 0.2 | 0.6 | 5 | -0.4 | -8 | 0.2 | 1 | -1
Cc1noc(C)c1S(=O)(=O)N1CCC(C(=O)N2CCN(c3ccccc3Cl)CC2)CC1 | -1 | -2.7 | / | / | / | / | 0.1 | 0 | -6
CCN(CC(=O)Nc1ccc(C(C)=O)cc1)CC(=O)Nc1ccccc1C(F)(F)F | 4 | -1.8 | 0.2 | -3 | 1.0 | -2 | 0.0 | 4 | 1
